High-throughput results (PubChem BioAssay)
MEP2-GFP yeast: yeast TOR pathway MEP2-GFP modulation; S. cerevisiae MEP2-GFP strain, flow cytometry GFP, 3 h; 100% = DMSO control level; 330,000 compounds, 0.51% hits; GFP response vs DMSO, % at 10 µM;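 active means GFP response versus DMSO above a set limit, roughly screen mean plus 3 SD, cut at about 180% in these data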;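 further: median GFP fluorescence of the barcode-gated MEP2-GFP cells per well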
AHR act: activates the human aryl hydrocarbon receptor | P35869 | AHR-responsive luciferase reporter cells, luminescence | activation, % at 5 µM | 320,000 compounds, 2.5% hits | AID 2796; in the data active means activation above about 47%;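 further: 0% = vehicle wells and 100% = reference agonist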
LAP4 TOR yeast: alters LAP4-GFP fluorescence in TOR pathway yeast screen; 320,000 compounds, 0.34% hits; GFP response vs DMSO, % at 10 µM; AID 2023; S. cerevisiae LAP4-GFP multiplex, flow cytometry GFP, 3 h; median GFP as percent of DMSO wells;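 active means GFP response vs DMSO above a set limit, about the screen mean plus 3 SD, cut at about 150% in these data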
procasp3 activ: procaspase-3 (human) activation; P42574; recombinant procaspase-3 D3A, Ac-DEVD-pNA absorbance 405 nm; activation, % at 8.5 µM; 330,000 compounds, 0.11% hits;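 active means activation above the mean of all tested compounds plus 3 SD, cut at about 21% in these data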;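 further: 0% = DMSO alone and 100% = DMSO wells spiked with extra 5 µM PC-3 D3A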
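Test system: Procaspase-3 D3A mutant, all three cleavage aspartates alanine | Dosing: Single dose, 8.5 µM nominal compound, 0.8% DMSO | Schedule: 1 h preincubation, 2 h reaction | Technique: 405 nm absorbance of p-nitroaniline, reads at 0 and 120 min | Repeats: One well per compound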
procasp7 counter: activates human procaspase-7, counter-screen for procaspase-3 activators | P55210 | recombinant procaspase-7, Ac-DEVD-pNA absorbance 405 nm; D23A/D198A/D206A triple mutant, cannot self-cleave; scale: DMSO 0, 5 µM enzyme 100 | activation, % at 8.5 µM | 330,000 compounds, 0.093% hits | AID 463210;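 active means percent activation above the screen-wide mean plus 3 SD, cut at about 25% in these data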
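Assay system: Uncleavable procaspase-7 mutant enzyme | Input: 2 µM procaspase-7 mutant as dispensed | Timing: 1 h compound preincubation, 2 h substrate cleavage, 25 °C | Repeats: One well per compound | Control set: DMSO wells as 0%, DMSO with 5 µM added PC-7 as 100% | Technique: Epi-absorbance of released pNA at 405 nm, two timepoints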
RPL19A-GFP yeast: modulators of TOR pathway RPL19A-GFP in S. cerevisiae; S. cerevisiae RPL19A-GFP strain, flow cytometry, 3 h; stronger effect = lower value; percent response vs DMSO, % at 10 µM; 330,000 compounds, 0.3% hits;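 active means percent response vs DMSO below 50%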;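 further: median channel GFP fluorescence of the barcoded RPL19A-GFP strain; ratio of sample median GFP to plate DMSO average so 100% = DMSO; lower means less RPL19A-GFP as with rapamycin TOR inhibition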
EBNA-1 inhibitor: blocks EBNA-1 binding to DNA; inhibition, % at 14.8 µM; 300,000 compounds, 0.34% hits; EBNA-1 DNA binding, fluorescence polarization; in the data active means inhibition above about 28%
ZTA counter: counter-screen for EBNA-1 inhibitors: inhibitors of Epstein-Barr virus ZTA | inhibition, % at 11 µM | 320,000 compounds, 0.15% hits | P03206 | ZTA-DNA binding, fluorescence polarization; in the data active means inhibition above about 33%
The depositor's hits bear a star; . = not tested or not shown. Compounds were not picked by outcome (roughly 3.8% active in at least one column).

SMILES	MEP2-GFP yeast	AHR act	LAP4 TOR yeast	procasp3 activ	procasp7 counter	RPL19A-GFP yeast	EBNA-1 inhibitor	ZTA counter
CC(=O)NC1C(OCc2ccccc2)OC(CO)C(OC(C)=O)C1OC(C)=O (stereo not given)	103	3	90	12	-6	106	7	8
CC1CCCCC1NC(=O)C1CCC(CNS(=O)(=O)c2cccc3cccnc23)CC1 (stereo not given)	93	2	95	5	2	101	-1	-11
Cc1cc(C)nc(/N=C(\N)Nc2ccc(-c3ccccc3)cc2)n1	104	31	97	0	-10	100	-16	2
CCOc1ccccc1NC(=O)CSc1nnc(CNC(=O)c2c(F)cccc2Cl)o1	89	6	79	9	-1	90	2	-6
CC(C)(C)C1CCC(=NNC(=S)NCc2ccccc2)CC1 (stereo not given)	113	6	108	7	3	113	-4	-3
COc1ccccc1-n1nnnc1SCC(=O)Nc1ccccc1	109	12	94	4	-6	106	-3	-6
CC(C)c1ccc(NC(=O)Cc2cn(C)c3ccccc23)cc1	100	39	100	3	1	103	-2	-12
COc1ccc(CNCc2c(C(=O)N(C)C)nc3ccc(Cl)cn23)c(OC)c1	111	3	100	7	4	105	-5	-20
CCOc1cc(C(=O)N(CC)CC(=O)Nc2ccc3c(c2)OCCO3)ccc1OC	89	0	88	2	5	90	.	-5
Cc1ccsc1CN(C)C(=O)c1cc(S(=O)(=O)N2CCOCC2)ccc1N1CCCC1	89	-1	86	7	8	93	.	-10
Cc1ccc(-n2c(C)cc3c2CCCC3=O)cc1	113	3	130	-5	-6	100	-3	2
CC(C)=C[C@@H]1C[C@H](C)[C@H]2CC[C@H](C)c3c(O)c(O)c(C)c1c32	90	1	94	-5	1	97	.	-14
COc1cccc(NS(=O)(=O)NC(=O)c2c[nH]c3ccccc23)c1	102	3	96	-4	-7	94	-4	-5
Cn1ccnc1C(=O)c1ccc(N)cc1	105	-3	103	-4	-2	107	12	10
Cc1cc(-c2onc3ccc(Cl)cc23)ccc1O	103	5	91	-8	-13	101	-1	-12
COc1cc2c(cc1OC)C(=O)N1[C@H]3c4ccccc4OC[C@@H]3[C@H](c3ccccc3)[C@]1(C)C(=O)N2	91	7	110	-3	2	99	15	20
CS(=O)(=O)c1ccc(NC(=O)C2CC(=O)N(c3ccc4c(c3)OCCO4)C2)cc1 (stereo not given)	88	-1	97	-1	-9	94	12	10
COc1cc(OC)cc(-c2c(C#Cc3ccsc3)c3cc(-c4cccc5[nH]cc(C=O)c45)ccc3n2C)c1	93	12	79	-7	-10	108	.	.
Cc1ccc(Cl)c(Cn2cnc3c(cnn3C(C)(C)C)c2=O)c1F	96	1	99	-4	10	94	.	-10
CCCN(CCC)C(=O)c1ccc2c(c1)N(Cc1ccccc1)C(=O)CS2=O (stereo not given)	113	1	104	-8	-7	104	0	18
O=C(O)/C(=C/c1cccnc1)NC(=O)c1ccccc1	105	-4	90	4	0	102	-1	-8
COc1cc(NC(=O)c2ccccc2)c(OC)cc1NC(=O)CN1CCN(c2ccccn2)CC1	91	33	107	3	-10	98	-15	-17
COc1ccc(CCNC(=O)C(=O)NCCOc2ccccc2)cc1OC	96	1	84	6	4	97	13	5
C#CCOCCOCCOCCNc1nc(N2CCN(C(=O)CCCCCCCCCCNC(=O)Cn3cc(C[C@@H](C)O)nn3)CC2)nc(N2CCN(C(=O)CCCCCCCCCCNC(=O)[C@H](CCCCN)n3cc(C[C@@H](C)CC)nn3)CC2)n1	88	-1	129	7	-4	80	-4	7
CC#CCNCc1ccccc1	98	2	98	4	6	96	-11	-1

Looked up above:
Reading of COc1ccc(CCNC(=O)C(=O)NCCOc2ccccc2)cc1OC under LAP4 TOR yeast: 84
Reading of Cc1ccc(Cl)c(Cn2cnc3c(cnn3C(C)(C)C)c2=O)c1F under procasp3 activ: -4
Reading of CCOc1cc(C(=O)N(CC)CC(=O)Nc2ccc3c(c2)OCCO3)ccc1OC under AHR act: 0
Reading of COc1ccc(CNCc2c(C(=O)N(C)C)nc3ccc(Cl)cn23)c(OC)c1 under MEP2-GFP yeast: 111

Further structures.
SMILES	MEP2-GFP yeast	AHR act	LAP4 TOR yeast	procasp3 activ	procasp7 counter	RPL19A-GFP yeast	EBNA-1 inhibitor	ZTA counter
COC(=O)CCC(=O)N1CCCC(N2CCN(c3ccc(OC)cc3)CC2)C1 (stereo not given)	102	-2	88	1	0	100	-4	-9
Cc1cc([N+](=O)[O-])ccc1NC(=O)Nc1ccccc1F	105	7	100	-1	8	99	3	1
CC1CC(C)CN(CCCNC(=O)c2ccc3c(SCC(=O)O)c4c(nc3c2)CCC4)C1 (stereo not given)	98	-2	102	-2	2	96	-8	-3
O=C1CCCC2=C1C(c1ccc(Cl)cc1)n1c(s/c(=C\c3ccc4ccncc4c3)c1=O)=N2 (stereo not given)	98	11	105	4	-4	102	-2	-13
CCOc1cc(CN2CCN(CCOCCO)CC2)ccc1OC	103	1	96	2	9	96	-1	-17
Cc1cccc(NC(=O)c2cc(S(=O)(=O)N3CCCC3)cn2C)c1	95	7	108	-3	7	103	3	-3
C=CCC[C@H](Cc1ccc(F)cc1)C(=O)OC[C@H]1CCCN1C(=O)[C@@H](CC=C)CC(=O)NCCO	105	0	105	7	4	104	.	.
CS(=O)(=O)N(CC(=O)N1CCN(Cc2ccccc2)CC1)c1ccccc1Br	108	2	92	2	-12	102	-4	0
O=C1C2ON(c3ccc(Cl)cc3)C(c3ccco3)C2C(=O)N1c1ccccc1 (stereo not given)	102	1	96	-1	7	90	13	-12
O=C(Cc1ccsc1)NNC(=O)c1ccccc1O	103	22	111	7	1	104	10	6
CCc1cc2c(SCC(=O)NC3CC3)ncnc2s1	105	5	98	7	5	102	.	.
COc1ccc2oc(C(=O)OC(C)C(=O)NC3(C#N)CCCCC3)c(C)c2c1 (stereo not given)	95	2	118	3	3	99	11	-1
CCCCN(CC)C(=O)CSc1nc2n[nH]c(C)c2c(=N)n1-c1cccc(C)c1	96	86*	93	-1	3	99	3	-10
Cc1cc(-c2ccc(Br)cc2)n[nH]1	96	16	110	2	10	99	-2	-20
CN(C)C(CNC(=O)C1CCN(S(=O)(=O)c2ccccc2)CC1)c1ccccc1 (stereo not given)	94	2	98	-5	-1	105	-7	-2
O=C(NC(=S)Nc1ccc(N2CCOCC2)c(Cl)c1)c1cncc(Br)c1	98	16	105	-2	-5	98	11	-9
Cc1ccc(NC(=O)CCN2C(=O)c3ccccc3C2=O)cc1	113	-6	97	0	9	111	-4	1
N/C(=N\OC(=O)COc1cc(Cl)c(Cl)cc1Cl)c1ccncc1	107	4	106	-3	7	97	-7	-14
O=c1[nH]c(=O)n(C2CCCO2)cc1F (stereo not given)	97	1	106	-5	-3	107	-9	-8
CC(C)[C@H](NC(=O)c1ccccc1)C(=O)OCC(=O)NCC1CCCO1 (stereo not given in full)	107	1	96	3	0	99	.	.
O=C(NN1C(=O)c2ccccc2C1=O)C1CCCCC1	97	3	90	3	5	91	9	9
CCOc1ccccc1NC(=O)NNS(=O)(=O)c1ccc([N+](=O)[O-])cc1	92	4	79	5	-6	104	-2	-1
COc1ccc(Cl)cc1NC(=O)NN1CCN(C)CC1	109	2	106	2	9	106	10	17
COc1ccc(C(=O)NC2CC2)cc1OC1CCN(Cc2cnn(C)c2)CC1	98	-2	100	-1	6	102	-9	6
COc1ccc(NS(=O)(=O)c2cc(N)ccc2N2CCCCC2)cc1	96	1	89	10	-3	93	.	15

Complete entries, quoted from the list:
`CC(C)(C)C1CCC(=NNC(=S)NCc2ccccc2)CC1` (stereo not given) as listed: MEP2-GFP yeast = 113; AHR act = 6; LAP4 TOR yeast = 108; procasp3 activ = 7; procasp7 counter = 3; RPL19A-GFP yeast = 113; EBNA-1 inhibitor = -4; ZTA counter = -3
`O=c1[nH]c(=O)n(C2CCCO2)cc1F` (stereo not given) as listed: MEP2-GFP yeast = 97; AHR act = 1; LAP4 TOR yeast = 106; procasp3 activ = -5; procasp7 counter = -3; RPL19A-GFP yeast = 107; EBNA-1 inhibitor = -9; ZTA counter = -8

Retrieved one by one from above (two):
SMILES	MEP2-GFP yeast	AHR act	LAP4 TOR yeast	procasp3 activ	procasp7 counter	RPL19A-GFP yeast	EBNA-1 inhibitor	ZTA counter
COc1ccc(NS(=O)(=O)c2cc(N)ccc2N2CCCCC2)cc1	96	1	89	10	-3	93	.	15
COc1ccc2oc(C(=O)OC(C)C(=O)NC3(C#N)CCCCC3)c(C)c2c1 (stereo not given)	95	2	118	3	3	99	11	-1

Going on with the list:
SMILES	MEP2-GFP yeast	AHR act	LAP4 TOR yeast	procasp3 activ	procasp7 counter	RPL19A-GFP yeast	EBNA-1 inhibitor	ZTA counter
Fc1ccc(NC(=S)Nc2ccc(Br)cc2)cc1	98	-4	96	8	8	108	-7	-13
CC1(c2ccccc2)NC(=O)N(CC(=O)Nc2ccc(N3CCOCC3)cc2N2CCOCC2)C1=O (stereo not given)	109	1	109	13	5	104	-6	-21
CCOCCCNC(=O)c1ccc(CS(=O)(=O)Cc2ccccc2F)o1	105	0	101	7	-2	105	8	0
Cc1c(C(=O)O)c(=O)n(-c2ccccc2)n1-c1ccccc1	103	0	109	3	-6	103	-13	-2
COc1cccc(NC(=O)CSc2nnc(-c3ccoc3C)n2C)c1	103	-2	93	1	5	104	-8	-9
COc1ccccc1NC(=O)C(=O)c1cn(CC(=O)N2CCCC2)c2ccccc12	101	30	99	-5	2	94	-7	7
COc1ccccc1NC(=O)/C(C#N)=C/c1c(C)nn(-c2ccc(F)cc2)c1Cl	105	0	93	9	0	109	9	26
C/C(CC(=O)NC(C)(C)C)=N\NC(=O)COc1ccc(C)cc1Br	93	8	106	0	5	95	-6	-2
Cc1cc2nc(CCN(Cc3cccnc3)C(=S)Nc3ccccc3)[nH]c2cc1C	99	16	89	1	6	95	4	-1
COC(=O)/C=C/c1ccc2c(c1)S(=O)(=O)N(Cc1ccc(OC)cc1)[C@H]2CC(=O)OC	94	-3	126	3	1	102	7	-22
CCN(CC)CCCn1c(=S)[nH]c2cc(Cl)ccc2c1=O	97	10	93	0	5	89	12	-1
COC(=O)c1cc(NC2c3ccccc3C(=O)N2Cc2ccco2)cc(C(=O)OC)c1 (stereo not given)	95	-1	92	6	7	98	0	-5
Fc1ccccc1CSc1nnc(-c2ccccc2)o1	102	1	96	7	2	95	9	-19
Cc1ccc(Nc2nc(N)nc(CSc3nnnn3-c3ccccc3)n2)cc1	106	29	105	-17	5	107	11	2
CCOC(O)[C@H]1N[C@@H](c2ccc(Cl)cc2)[C@@H]([N+](=O)[O-])[C@@H]1c1ccccc1 (stereo not given in full)	.	5	.	3	12	.	-6	8
CCOC(=O)CNC(=O)CSc1ccc2nnc(-c3ccc(F)cc3)n2n1	100	10	101	2	12	96	-1	8
O=C(c1ccc(F)cc1)N1CCC(C(=O)N(Cc2ccccc2)c2ccccc2)CC1	101	0	109	4	-5	99	.	1
CCc1ccc(N(C(=O)Cc2cccs2)C(C(=O)NC2CCCCC2)c2cn(C)nc2C)cc1 (stereo not given)	104	2	99	2	9	99	6	6
Fc1ccc(C(c2nnnn2Cc2cccs2)N2CCN(c3ccccc3)CC2)cc1 (stereo not given)	97	3	90	-7	6	100	-3	15
C#CCSc1ncc(-c2ccccc2)cn1	99	1	99	3	-2	96	-2	-5
O=C1CCC(C(=O)N(Cc2ccco2)C2(C(=O)NC3CCCC3)CCCCC2)N1 (stereo not given)	106	0	105	-5	-5	102	2	1
CN(C)c1ccc(N=Nc2ccccc2C(=O)OCC(=O)NCC2CCCCC2)cc1	83	-2	75	-7	-11	94	-1	10
COc1cccc(C(=O)Nc2cccc(-c3nc4ncccc4o3)c2C)c1	99	-6	98	3	-3	98	1	6
CCC(C)[C@H](NC(=O)NCc1ccc(Cl)cc1)C(=O)OC (stereo not given in full)	94	10	96	2	-2	94	9	-1
COC(=O)[C@H](C)NC(=O)NC(C)CCc1ccccc1 (stereo not given in full)	96	-2	96	4	5	99	3	1
